PfG6PD inh: PfG6PD enzyme inhibitors, primary screen, biochemical, fluorescence intensity, uHTS | PfGluPho enzyme, NADPH resazurin-diaphorase fluorescence | inhibition, % at 20 µM | hit rate 0.78% among 350,000 | AID 504690, 2011;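 active = inhibition reaching at least a set limit at 20 µM in the primary screen, cut at about 59% in these data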;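 also: 0% = DMSO wells with substrate and 100% = DMSO wells lacking glucose-6-phosphate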
SENP7 block: SENP7 protease inhibitors, primary screen, biochemical, luminescence, uHTS. Sentrin-specific protease 7 (Homo sapiens), Q9BQF6. recombinant SENP7, Z-RLRGG-aminoluciferin luminescence, 40 min. inhibition, % at 5 µM. hit rate 1.5% among 330,000. AID 434973, 2010;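 active = inhibition above about 50% at the single test dose, limit read from the data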;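 also: plate controls were DMSO with enzyme for no effect and no enzyme buffer wells for full effect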
HKDC1 inh: HKDC1 hexokinase inhibitors, primary screen, biochemical, fluorescence, uHTS | hit rate 0.16% among 340,000 | recombinant HKDC1, G6PDH/diaphorase resazurin coupled fluorescence | inhibition, % at 20 µM | Q2TB90;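 active = inhibition above about 35% when tested at 20 µM, limit read from the data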;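 also: plate controls were DMSO wells with enzyme for no effect and DMSO wells lacking enzyme for full effect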
Target sequence (Q2TB90 whole entry, looked up): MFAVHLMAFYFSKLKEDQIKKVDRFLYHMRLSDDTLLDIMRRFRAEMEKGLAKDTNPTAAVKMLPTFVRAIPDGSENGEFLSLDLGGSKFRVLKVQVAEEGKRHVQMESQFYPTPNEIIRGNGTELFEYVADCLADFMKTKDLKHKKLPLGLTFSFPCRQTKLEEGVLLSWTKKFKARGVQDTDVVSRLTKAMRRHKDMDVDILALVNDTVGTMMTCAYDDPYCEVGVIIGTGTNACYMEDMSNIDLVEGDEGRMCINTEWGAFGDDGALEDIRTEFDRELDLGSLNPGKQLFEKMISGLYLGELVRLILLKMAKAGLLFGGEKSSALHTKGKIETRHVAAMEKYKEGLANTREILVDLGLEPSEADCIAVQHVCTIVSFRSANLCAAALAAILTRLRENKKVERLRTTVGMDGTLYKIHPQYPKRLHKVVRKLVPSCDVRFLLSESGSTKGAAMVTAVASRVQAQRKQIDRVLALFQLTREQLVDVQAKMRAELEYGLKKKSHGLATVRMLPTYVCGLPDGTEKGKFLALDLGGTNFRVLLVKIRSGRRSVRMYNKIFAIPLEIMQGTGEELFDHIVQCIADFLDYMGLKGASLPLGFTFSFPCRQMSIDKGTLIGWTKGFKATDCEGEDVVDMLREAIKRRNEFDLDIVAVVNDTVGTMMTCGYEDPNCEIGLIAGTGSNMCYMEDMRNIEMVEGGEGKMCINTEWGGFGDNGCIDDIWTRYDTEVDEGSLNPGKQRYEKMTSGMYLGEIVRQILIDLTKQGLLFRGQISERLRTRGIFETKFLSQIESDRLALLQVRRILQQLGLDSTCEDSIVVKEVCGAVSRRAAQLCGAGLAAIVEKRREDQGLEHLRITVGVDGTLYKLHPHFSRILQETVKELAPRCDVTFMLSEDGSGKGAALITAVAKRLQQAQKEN
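Material: recombinant HKDC1 hexokinase; Amount: HKDC1 at 5 µg/mL; Medium: Tris pH 8.0 buffer with MgCl2, Tween-20, BSA, BME; Schedule: 90 min reaction incubation at room temperature, dark; Technique: coupled resazurin fluorescence, excitation 525 nm, emission 613 nm.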
SENP8 inh: human SENP8 protease inhibitors, primary screen, biochemical, fluorescence, Nedd8 protein substrate, uHTS. recombinant SENP8. hit rate 0.64% among 360,000. inhibition, % at 20 µM; in the data active = inhibition mostly above about 40%, no sharp cut-off; inactive = mostly below about 27%
MPTP block: mitochondrial permeability transition pore inhibitors, primary screen, biochemical, isolated mouse mitochondria, absorbance | inhibition, % at 10 µM | Ca2+ swelling absorbance, 30 min | hit rate 1.4% among 360,000;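 active = inhibition of 50% or more, scaled per plate between neutral and stimulator controls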;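 also: 0% = DMSO wells given calcium and 100% = 1 mM EGTA wells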
GRIN3A LBD mod: binders of NR3A ligand-binding domain, primary screen, biophysical, differential scanning fluorimetry, uHTS; NR3A LBD differential scanning fluorimetry, Tm shift; 0% = protein alone, 100% = glycine-bound protein; Tm shift relative to glycine control, % at 25 µM; hit rate 2.5% among 340,000;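 active = melting temperature shift of at least 10% of the positive control shift, at one fixed dose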
SENP6 inh: SENP6 protease inhibitors, primary screen, biochemical, luminescence, uHTS; Sentrin-specific protease 6 (Homo sapiens), Q9GZR1; Recombinant SENP6 catalytic domain, aminoluciferin luminescence; inhibition, % at 10 µM; hit rate 1.8% among 330,000; AID 2599, 2010;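 active = inhibition above about 50% at the single tested dose, limit read from the data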;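 also: plate controls were DMSO wells with enzyme for no effect and DMSO wells lacking enzyme for full effect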
ATG4B inhibitor: ATG4B protease inhibitors, primary screen, biochemical, fluorescence, uHTS | ATG4B cleavage of LC3-PLA2, NBD-HPC fluorescence, 1 h | inhibition, % at 8.33 µM | hit rate 0.51% among 340,000 | AID 504462, 2011; in the data active = inhibition above about 40%
The depositor's hits bear a star; i = inactive.

SMILES	PfG6PD inh	SENP7 block	HKDC1 inh	SENP8 inh	MPTP block	GRIN3A LBD mod	SENP6 inh	ATG4B inhibitor
COCCn1ccc2c(OCC(=O)NCCc3ccccc3)cccc2c1=O	4	-10	-4	-87	-2.2	1	4	-7
CCOC(=O)c1ccccc1NC(=S)N1CC(C)CC(C)C1 (centres undefined)	-2	5	-5	-154	0.5	1	-6	16
NC(=O)CC(NC(=O)Cc1ccc(Br)cc1)c1ccc(NCC2CC2)c([N+](=O)[O-])c1 (centres undefined)	-3	-1	2	32	1.2	-3	-5	7
Cc1ccc(C(=O)Nc2cc3c(cc2N2CCCCC2)n(C)c(=O)n3C)cc1	13	4	1	-12	-1.4	2	-4	1
CC(=O)N1CCN(c2ccc(S(C)(=O)=O)cc2[N+](=O)[O-])CC1	-2	8	2	9	-0.4	-4	10	-4
CC1CCN(S(=O)(=O)c2cccc(C(=O)NCc3cccs3)c2)CC1	-19	1	-8	28	-0.8	6	-2	-4
CC(=O)c1cc2c(cc1NC(=O)CN1CCCCCCC1)OCO2	-7	-4	-1	0	-0.4	-1	-2	0
COc1ccccc1NC(=O)Cc1noc(CSc2nnc(C(F)(F)F)n2C)n1	-4	1	-10	-19	-0.3	0	-7	-8
CCC1(C)Cc2c(sc3[nH]c(=O)[nH]c(=O)c23)CS1 (centres undefined)	4	9	-1	-489	0.0	-9	-15	6
Cc1ccc(-c2csc(Cc3nc(-c4ccc5c(c4)CCC(=O)N5)cs3)n2)cc1	7	-3	-1	-42	0.4	-4	-5	-10
CC(=O)N1CCOc2ccc(S(=O)(=O)N3CCC(C(=O)Nc4ccc(C)cc4C)CC3)cc21	-3	5	6	12	0.8	7	9	11
Cc1cc(NC(=O)CON=C(N)CC(=O)Nc2ccccc2Cl)ccc1Br	2	-7	7	-10	-0.3	-5	4	2
CCN(CC(=O)NC(=O)NC1CCCCC1)Cc1nc2ccccc2c(=O)[nH]1	-3	-2	-6	30	0.1	0	7	-12
Cc1ccccc1-c1nc(CN2CCC(C(=O)NCCCN3CC(C)CC(C)C3)CC2)c(C)o1 (centres undefined)	-1	3	-4	4	-5.7	1	1	-9
CCOC(=O)CN1C(=O)N[C@H](c2ccc(Br)cc2)C(C(C)=O)=C1C	9	13	-5	-3	0.5	-2	4	2

Of the compounds above, these contain bromine.
SMILES	PfG6PD inh	SENP7 block	HKDC1 inh	SENP8 inh	MPTP block	GRIN3A LBD mod	SENP6 inh	ATG4B inhibitor
NC(=O)CC(NC(=O)Cc1ccc(Br)cc1)c1ccc(NCC2CC2)c([N+](=O)[O-])c1 (centres undefined)	-3	-1	2	32	1.2	-3	-5	7
Cc1cc(NC(=O)CON=C(N)CC(=O)Nc2ccccc2Cl)ccc1Br	2	-7	7	-10	-0.3	-5	4	2
CCOC(=O)CN1C(=O)N[C@H](c2ccc(Br)cc2)C(C(C)=O)=C1C	9	13	-5	-3	0.5	-2	4	2

Four compounds already listed, sorted by count of non-hydrogen atoms, falling:
SMILES	PfG6PD inh	SENP7 block	HKDC1 inh	SENP8 inh	MPTP block	GRIN3A LBD mod	SENP6 inh	ATG4B inhibitor
Cc1ccccc1-c1nc(CN2CCC(C(=O)NCCCN3CC(C)CC(C)C3)CC2)c(C)o1 (centres undefined)	-1	3	-4	4	-5.7	1	1	-9
CC(=O)c1cc2c(cc1NC(=O)CN1CCCCCCC1)OCO2	-7	-4	-1	0	-0.4	-1	-2	0
CC(=O)N1CCN(c2ccc(S(C)(=O)=O)cc2[N+](=O)[O-])CC1	-2	8	2	9	-0.4	-4	10	-4
CCC1(C)Cc2c(sc3[nH]c(=O)[nH]c(=O)c23)CS1 (centres undefined)	4	9	-1	-489	0.0	-9	-15	6

The results go on:
SMILES	PfG6PD inh	SENP7 block	HKDC1 inh	SENP8 inh	MPTP block	GRIN3A LBD mod	SENP6 inh	ATG4B inhibitor
CC(C)N1C(=O)C2C(C(=O)NCc3ccccc3)C3C=CC2(O3)C1C(=O)NC(C)(C)C (centres undefined)	-9	-6	-1	29	0.0	0	-1	-7
Cc1c(Cl)cccc1NC(=O)CC(Cc1ccccc1)C(=O)O (centres undefined)	-14	4	1	8	-1.1	-5	-15	6
C=CC[C@H](CC(=O)OC(C)(C)C)C(=O)OC[C@H]1CCCN1C(=O)[C@H](CC=C)CC(=O)N(CCO)Cc1ccccc1	-1	-4	-3	10	0.7	1	8	2
CC(C)Oc1ccc(C(=O)Nc2nnc(C3=COCCO3)o2)cc1	-4	9	-3	1	-2.5	-3	-12	-5
COc1ccc(C(CNC(=O)c2ccc(OCc3c(C)noc3C)cc2)N2CCCC2)cc1 (centres undefined)	-3	-9	-2	1	-1.3	1	9	-3
NC1=NS(=O)(=O)NC1c1ccc(Cl)cc1 (centres undefined)	-10	-14	-8	18	-0.8	1	-22	0
CC(=O)c1cc(CN2CCN(C(C)C)C(CCO)C2)cs1 (centres undefined)	-2	-2	-3	-3	-3.6	0	-12	1
O=C(COC(=O)[C@H](Cc1ccccc1)NS(=O)(=O)c1ccccc1F)NC1CCCCC1	-4	4	-5	14	5.6	-2	-10	-2
O=C(O)c1ccccc1S(=O)(=O)NCC(O)COc1ccc(Br)cc1 (centres undefined)	-21	10	-5	24	0.6	4	-4	7
COc1ccccc1C(=O)COC(=O)C(NC(=O)Cc1ccccc1)C(C)C (centres undefined)	-5	5	-4	-17	0.5	1	-4	7
O=C(O)CCCCCNCc1c(Cl)cccc1Cl	-16	7	-5	33	0.0	2	-13	-7
COc1ccc(Br)cc1/C=C/C(=O)Nc1ccc(C)cc1	12	-1	-6	13	14	20*	1	1
O=C(Nc1cccc(C(F)(F)F)c1)c1cccnc1N1CCOCC1	5	-6	-1	0	1.4	0	-9	-6
CCCOC(=O)c1c(NC(=O)c2cnn3c2NC(c2ccccc2)CC3C(F)(F)F)sc2c1CCCC2 (centres undefined)	6	-2	4	-308	2.0	3	-23	-9
Cc1ncc([N+](=O)[O-])n1CCOC(=O)NC(NCc1ccccc1Cl)C(Cl)(Cl)Cl (centres undefined)	-1	-10	6	14	3.2	-2	-28	-13
CC(=O)Nc1ccc(NC(=O)c2sc(-c3ccccc3)nc2C)cc1	2	2	5	12	0.1	8	-5	-11
CCOC(=O)C1CCCN(C(=O)CSc2ccc(NC(C)=O)cc2)C1 (centres undefined)	2	-6	0	-3	12	-2	-21	-6
O=C(Cn1cnnn1)OCC(=O)c1ccc(Cl)s1	-9	6	5	-27	0.5	2	-3	5
NS(=O)(=O)c1ccc(CNC(=O)c2cc(S(=O)(=O)N3CCOCC3)c(Cl)cc2Cl)cc1	-17	1	1	19	-0.3	0	0	12
COc1cc(NC(=O)CCNS(=O)(=O)c2ccc3c(c2)CCC(=O)N3)cc(OC)c1	-8	-1	-12	0	-0.5	-3	-11	-5
O=C(Cc1c(F)cccc1Cl)OCC(=O)c1ccc[nH]1	19	4	-5	13	-0.1	1	4	5
COc1ccc(OC)c(/C=C/C(=O)OCC(=O)Nc2nnc(-c3ccccc3)o2)c1	-13	3	3	i	-0.2	-9	-2	6
COc1ccccc1NC(=O)C1CCCN(C(=O)NCc2ccccc2)C1 (centres undefined)	-9	-1	-3	0	-1.0	1	-12	2
O=C(CCSc1ccccc1)NCCSCc1ccco1	-3	-6	-6	14	1.7	-1	-5	6
CC1CCC(CN2CCN=C2Nc2ccccc2)CC1 (centres undefined)	5	0	-1	24	-0.6	-2	-4	2
CC(=O)c1ccc(S(=O)(=O)N(CCCO)Cc2cc3cc(C)ccc3[nH]c2=O)cc1	26	3	-1	-74	0.0	-4	2	-10
COc1cccc2cc(C(=O)OCC(=O)NC3CCCC(C)C3C)c(=O)oc12 (centres undefined)	-2	5	-7	-50	-1.4	-3	9	3
CC1CC(C)CN(c2nc3c(c(=O)n(C)c(=O)n3C)n2CCSc2ncccn2)C1 (centres undefined)	-5	4	5	11	-0.8	-1	6	2
O=C(N/C(=C/c1ccco1)C(=O)N1CCOCC1)c1ccccc1Br	1	10	3	16	1.0	0	-23	-1
Cc1cccc(OC(C)C(=O)Nc2ccccc2C(=O)N2CCCCC2)c1 (centres undefined)	-1	-3	-2	6	0.2	1	-3	1
CCN1C(=O)/C(=C2\SC(=S)N(NC(=O)c3ccccc3O)C2=O)c2ccccc21	-23	-2	10	-218	87*	14*	-13	0
Cc1cccc(C)c1NC(=O)CSc1nc2c([nH]1)c(=O)n(C)c(=O)n2C	-23	-2	-6	1	0.1	0	-17	-5
COc1ccc(SC[C@H](Cc2ccccc2)N2CC[C@@H](NC(=O)OCc3ccccc3)CCC2=O)cc1	13	5	6	14	-0.3	1	-12	-1
Cc1ccc(NC(=O)CCc2nc3sc4c(c3c(=O)[nH]2)CCCC4)nc1	-9	2	0	-91	-1.7	-1	-12	18
CCOC(=O)c1c(-c2ccc(C)o2)csc1NC(=O)CN1CCOCC1	1	-4	-1	-20	2.7	-1	-7	-4
N/C(Cc1ccc(Cl)cc1)=N\OC(=O)Cc1ccc([N+](=O)[O-])cc1	13	5	18	13	15	2	-9	-10
Cn1c(CCN2CCCC2)nc2cc(NS(=O)(=O)c3ccccc3)ccc21	10	9	-1	-13	0.5	2	-16	-1
Cc1ccc(C)c(S(=O)(=O)Nc2ccc(C(=O)N3CCC3)cc2)c1	9	-2	2	10	-0.1	-5	3	5
O=C(COC(=O)c1cc(=O)[nH]c2ccccc12)NCCc1ccccc1	1	-7	-7	-238	-1.4	1	-6	-10
COc1ccc(N2CCN(CC(=O)Nc3ccccc3C(=O)NCc3ccccc3)CC2)cc1	18	5	0	18	-0.8	0	11	-2
COc1cc(/C=C/C(=O)CC(=O)/C=C/c2ccc(O)c(OC)c2)ccc1O	-5	2	4	-356	7.2	24*	-10	49*
COc1cccc2cc(C(N)=O)/c(=N\NC(=O)c3ccccc3)oc12	9	1	2	-59	1.1	0	30	3
COC(=O)c1ccc(NC(=O)CSc2nnc(C)n2-c2ccccc2)cc1	-6	0	-13	7	0.1	0	13	-5
COc1nc(NCCN2CCOCC2)nc(Nc2ccccc2)n1	2	2	3	18	0.2	1	-15	-4
COc1ccc(NC(=O)CN2C(=O)COc3ccc(S(=O)(=O)N4CCOCC4)cc32)cc1	-1	6	-6	11	-3.2	2	12	2
Cc1nn(C(=O)CCCC(=O)NCc2ccccc2)c2ccccc12	4	13	3	14	-1.9	5	1	-4
CCC(C)NC(=O)CN1C(=O)NC2NC(=O)NC21 (centres undefined)	-3	-4	1	2	0.6	-1	-13	1
O=C1C2CCCCC2C(=O)N1c1nccs1 (centres undefined)	-1	6	-5	10	-0.3	0	-4	-1
Cc1nonc1CN(C)C(=O)CC1C(=O)NCCN1Cc1cccc(C(F)(F)F)c1 (centres undefined)	3	2	-6	-38	-2.2	0	-8	5
N#C[C@H]1C2OC2c2ccccc2N1C(=O)c1ccccc1 (some centres undefined)	2	11	-5	-2	0.9	0	-17	-22
N#C/C(=N/Nc1ccc(OC(F)(F)F)cc1)C(N)=S	-11	-55	4	46*	83*	16*	79*	-1
CC(C)n1c(SCC(=O)NCc2ccco2)nc2c1c(=O)n(C)c(=O)n2C	-13	1	-3	18	-0.4	9	-8	-6
COc1cccc(N=C(N)N=C(N)N)c1	-9	-6	-1	14	-2.2	1	-28	5
COc1ccc(CN2CCOCC2)c(C)c1C	-10	20	-9	11	-1.1	-1	3	10
COc1ccc(C(=O)Nc2c3c(nn2-c2cccc(Cl)c2)CS(=O)C3)cc1 (centres undefined)	3	2	-3	11	-2.3	6	-8	-12
COc1ccccc1CNC(=O)COC(=O)Cc1ccc(F)cc1	-8	-14	-5	4	0.0	-1	-6	2
Cc1ccc(C(=O)COc2ccccc2N2C(=O)c3ccccc3C2=O)cc1	6	2	-8	8	4.2	0	11	-4

High-throughput results as filed in PubChem.
